Assay outcomes from PubChem BioAssay.
MCF10A rerep: inducers of DNA re-replication in MCF 10A breast cells. 2.9% of 350,000 active. MCF 10A DNA re-replication, Hoechst nuclear intensity, 48 h. Potency, µM (doses to about 46.1 µM), for inactives: top-dose activity, positive = re-replication, most hits filed as activators. AID 624296; note: % of control where 0% means no effect; nearly all actives have a fitted effect of over 50% in size
ATXN2 expr inh: inhibitors of ATXN2 expression. Potency, µM (doses to about 57 µM), without a hit: at the top dose activity change, negative = inhibition, actives largely listed as inhibitors. AID 1745845. 0.72% of 360,000 active. HEK-293 ATXN2-luciferase reporter, luminescence, 24 h; note: % is set by controls: 0 for no effect and ±100 for the full control effect; nearly all actives have a fitted effect of over 55% in size
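qHTS (up to 57 uM final) was run with 24 h compound exposure of reporter cells at 37 °C. Each well was multiplexed: SteadyGlo luminescence measured ATXN2-luciferase expression after a fluorogenic Gly-Phe-AFC viability readout (25 uM final).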
EPAC2 antag: EPAC2 (human) antagonism | Q8WZA2 | EPAC2 GEF exchange of Rap1B-BODIPY-GDP, fluorescence | Potency, µM (doses to about 114 µM), for the others: at the top dose activity, negative = inhibition, usual class: inhibitors | 0.18% of 360,000 active; note: % is set by controls: 0 for no effect and ±100 for the full control effect; nearly all actives have a fitted effect of over 45% in size; many of its hits are not listed in these tables
Target sequence (Q8WZA2 whole entry, looked up): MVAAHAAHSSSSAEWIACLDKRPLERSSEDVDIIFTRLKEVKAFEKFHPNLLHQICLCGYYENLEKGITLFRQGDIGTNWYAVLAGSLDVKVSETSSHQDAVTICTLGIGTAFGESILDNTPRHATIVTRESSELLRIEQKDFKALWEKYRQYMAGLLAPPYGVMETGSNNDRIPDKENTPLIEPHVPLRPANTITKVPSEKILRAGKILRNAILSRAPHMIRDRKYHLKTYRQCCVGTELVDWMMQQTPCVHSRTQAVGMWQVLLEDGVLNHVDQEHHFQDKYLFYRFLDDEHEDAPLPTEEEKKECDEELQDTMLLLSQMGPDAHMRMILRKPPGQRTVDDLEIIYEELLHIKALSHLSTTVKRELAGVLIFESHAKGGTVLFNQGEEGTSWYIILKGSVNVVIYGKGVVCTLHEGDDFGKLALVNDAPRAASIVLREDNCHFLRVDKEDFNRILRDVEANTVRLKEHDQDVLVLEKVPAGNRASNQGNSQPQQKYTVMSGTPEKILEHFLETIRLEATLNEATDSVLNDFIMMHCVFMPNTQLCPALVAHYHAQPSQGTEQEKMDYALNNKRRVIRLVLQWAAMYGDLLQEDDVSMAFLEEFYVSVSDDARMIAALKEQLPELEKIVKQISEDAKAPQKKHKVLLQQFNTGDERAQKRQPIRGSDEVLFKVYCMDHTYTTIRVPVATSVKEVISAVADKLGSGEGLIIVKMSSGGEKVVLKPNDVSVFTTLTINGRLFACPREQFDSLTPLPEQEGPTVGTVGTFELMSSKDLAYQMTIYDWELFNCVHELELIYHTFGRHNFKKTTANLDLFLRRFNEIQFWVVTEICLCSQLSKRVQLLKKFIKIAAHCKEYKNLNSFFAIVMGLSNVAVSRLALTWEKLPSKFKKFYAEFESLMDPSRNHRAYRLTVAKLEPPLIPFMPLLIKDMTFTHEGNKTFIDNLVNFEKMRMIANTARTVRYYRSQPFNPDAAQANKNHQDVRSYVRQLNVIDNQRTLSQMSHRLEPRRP
Nrf2 block: Nrf2 pathway inhibition; A549 ARE-Fluc reporter, luciferase luminescence, 18-24 h; Potency, µM (doses to about 46 µM), for the others: at the top dose activity change, negative = inhibition, usual class: inhibitors; 2.1% of 360,000 active; note: % is set by controls: 0 for no effect and ±100 for the full control effect; nearly all actives have a fitted effect of over 60% in size
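In this cell-based qHTS, ARE-driven firefly luciferase in A549 cells reports Nrf2 activity; the luminescent signal after BugLite lysis is the measured value, with a prior CellTiter-Fluor read for cell health.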
TGFb inhibitor: TGF-b pathway inhibition; HepG2 CAGA-GFP TGF-b/SMAD3 reporter, GFP fluorescence, 18 h; TGF-beta stimulated, 500 pg/mL final; Potency, µM (doses to about 46.1 µM), without a hit: top-dose activity, negative = inhibition, actives largely listed as inhibitors; 1.2% of 410,000 active; AID 588855; note: % is set by controls: 0 for no effect and ±100 for the full control effect; nearly all actives have a fitted effect of over 65% in size
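First, reporter cells (HEPG2 CAGA-GFP) rested 2 h at 37 degrees C. Next, compounds were pinned in and TGF-beta added to 500 pg/mL final. After 18 h, GFP was imaged per cell and summed per well.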
ATXN viability: reduces viability in counter-screen for ATXN expression inhibitors; S2 cells (HEK-293 line with an ATXN2-luciferase reporter) viability, CellTiter-Fluor protease fluorescence, 24 h; AID 651635; 0.49% of 400,000 active; Potency, µM (doses to about 56.7 µM), most hits filed as cytotoxic; note: nearly all actives have a fitted effect of over 40% in size
A549 viability: kills or reduces viability of A549 cells in Nrf2 counter-screen | A549 ARE-Fluc cells, CellTiter-Fluor viability, 18-24 h | Potency, µM (top dose mostly 46 µM), without a hit: at the top dose activity change, negative = cytotoxicity, usual class: inhibitors | 0.16% of 390,000 active | AID 504648; note: % is set by controls: 0 for no effect and ±100 for the full control effect
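A549 ARE-Fluc cells in 5% FBS OPTI-MEM, 5000 cells/well, rested 2 h then exposed to compounds in concentration-response for 18-24 h at 37 °C. Viability by CellTiter-Fluor fluorescence (Ex 405/Em 525) after 30 min; luciferase luminescence (BugLite, 15 min, RT) read afterwards.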
Nrf2 ARE act: activates Nrf2 signaling; AREc32 ARE-luciferase reporter (MCF7-derived line), luminescence, 24 h; Potency, µM (doses to about 46.1 µM), for inactives: at the top dose activation, most hits filed as activators; 0.31% of 410,000 active; AID 624171; note: % of control where 0% means no effect; nearly all actives have a fitted effect of over 65% in size
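AREc32_Fluc, 1000 cells/well, OPTI-MEM + 5% FBS, o/n 37 deg C 5% CO2; 23 nL cpd by pin tool, 24 hr; Steady-Glo 30 min RT, luminescence.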
HepG2 tox: counter-screen for TGF-b inhibitors: cytotoxicity in HepG2 cells | HepG2 CAGA-GFP viability, ATP luminescence, 18 h | Potency, µM (doses to about 46.1 µM), without a hit: top-dose activity change, negative = cytotoxicity, usual class: cytotoxic | 0.76% of 410,000 active | AID 588856; note: some results filed as inactive show a strong effect at the top dose
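HepG2 CAGA-GFP cells (1000/well, DMEM with 1% FBS) received compound, then TGF-beta at 500 pg/mL final, and were incubated 18 hours at 37 degrees C. Viability was read by CellTiter-Glo luminescence. Media-only wells were set as complete cell-killing and DMSO as no toxicity.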
Starred values were filed as active, the others as inactive; i = inactive; ? = inconclusive; · = not tested or not shown; [ ] = another dose, or the depositor's remark. Calls come from the whole dose curve; as a rule, active = well fitted curve in the direction sought with a large enough effect; inconclusive = small, poorly fitted or top-dose-only effect, or another doubt; inactive = no such curve, though single readings can be large; an effect the other way counts as inactive or inconclusive. Potency is the fitted concentration of half-maximal effect. The list is partial; the hit share may differ from the screen's.

mol,A549 viability,TGFb inhibitor,HepG2 tox,Nrf2 ARE act,EPAC2 antag,ATXN2 expr inh,ATXN viability,Nrf2 block,MCF10A rerep
O=C(COC(=O)c1cc(S(=O)(=O)N2CCOCC2)ccc1F)Nc1c(Cl)cccc1C(F)(F)F,-6.9%,?,-14.6%,-0.5%,9.2%,-2.5%,i,19.0%,-2.0%
O=C(CN(CCO)c1ccccc1)Nc1ccc(Cl)c(S(=O)(=O)N2CCOCC2)c1,-10.9%,-21.3%,-24.2%,-0.4%,-2.9%,-12.9%,i,-26.0%,-1.1%
Cc1ccc(-c2cc(C(F)(F)F)n3nc(C(=O)Nc4c(C)n(C)n(-c5ccccc5)c4=O)cc3n2)cc1,0.9%,0.0%,5.7%,-0.1%,6.8%,-26.8%,i,-13.6%,10.9%
Cc1ccc(CNC(=O)C2C3C=CC(C3)C2C(=O)O)cc1 (configuration not stated),0.5%,-8.3%,2.1%,-0.2%,6.9%,2.0%,i,-1.3%,-14.7%
COc1cccc(C(=O)NCc2cn3ccsc3n2)c1,-1.6%,-19.6%,-13.7%,4.0%,5.3%,15.8%,i,11.3%,-2.5%
CC(=O)Nc1nnc(COc2ccc(Cl)cc2)s1,-10.3%,16.6%,7.1%,2.8%,-1.4%,16.8%,·,-1.0%,0.8%
COc1ccc(-c2nc(CS(=O)CC(=O)N3CCN(C)CC3)c(C)o2)cc1OC (configuration not stated),-1.0%,-4.0%,-8.2%,0.2%,-4.1%,-4.2%,i,12.9%,1.3%
Cc1ccccc1-c1nc(SCC(=O)NCC2CCCO2)c2c(=O)n(C)c(=O)n(C)c2n1 (configuration not stated),-4.4%,-1.3%,-1.5%,-0.6%,·,-4.4%,i,·,·
O=C(CSc1n[nH]c(=O)n1C1CC1)Nc1ccc(F)c(Cl)c1,-4.2%,3.1%,-21.0%,0.0%,0.2%,-2.9%,i,-17.5%,-30.1%
COc1ccc(-c2c3c(=O)n(C)c(=O)n(C)c3cn2-c2cccc(OC)c2)cc1,4.4%,-25.7%,1.0%,4.8%,-8.8%,16.8%,i,-18.9%,-7.1%

mol,A549 viability,TGFb inhibitor,HepG2 tox,Nrf2 ARE act,EPAC2 antag,ATXN2 expr inh,ATXN viability,Nrf2 block,MCF10A rerep
CC(C)[C@H](NC(=O)N1CC(=O)Nc2ccccc21)C(=O)N[C@@H](C(=O)O)c1ccccc1,-3.3%,15.9%,-0.8%,0.2%,-9.9%,5.7%,i,-9.1%,1.4%
COC(=O)c1ccc(NC(=O)CC(=O)Nc2ccc(C(=O)OC)cc2)cc1,1.5%,-15.2%,-6.0%,0.5%,10.9%,4.5%,i,0.8%,14.6µM*
COC(=O)c1cccc(Nc2cc(C)nc(-c3ccccc3O)n2)c1,-4.0%,1.9%,-5.9%,6.0%,-10.7%,-24.7%,i,?,?
COc1ccccc1NC(=O)COC(=O)Cn1c(C)csc1=O,·,16.0%,36.4%,-0.1%,10.9%,·,i,·,·
O=C(NC1CCS(=O)(=O)C1)/C(=C\c1ccco1)NC(=O)c1ccccc1 (configuration not stated),1.0%,-11.3%,-17.8%,-0.4%,-21.2%,-11.5%,i,-27.1%,0.2%
O=C(Nc1ccccc1F)c1cc2c(s1)-c1ccccc1S(=O)(=O)C2,-1.5%,-8.0%,-29.0%,-0.7%,-0.7%,-10.3%,i,-17.9%,?
O=C(NCC1CCCO1)c1ccc(NS(=O)(=O)c2cccc([N+](=O)[O-])c2)cc1 (configuration not stated),-0.8%,6.0%,6.6%,-0.4%,11.2%,1.6%,i,-5.2%,5.4%
CCOC(=O)N1CCc2c(sc3nc(SC(C)C)n(N)c(=O)c23)C1,0.1%,-0.4%,-20.6%,4.0%,0.1%,-27.5%,i,?,2.7%
COCCN1C(=O)C(=O)/C(=C(/O)c2ccc3c(c2)OCCO3)C1c1ccc(C(=O)OC)cc1 (configuration not stated),-6.3%,-1.4%,-20.4%,0.0%,-0.5%,3.2%,i,2.0%,-2.1%
O=C(NC1CCCC1)C1CCN(C(=O)c2ccc(-c3ccccc3)cc2)CC1,4.4%,5.6%,-0.5%,-0.3%,-4.3%,-8.1%,i,?,0.0%

Filtered by structure: the entries above containing a CF3 group
mol,A549 viability,TGFb inhibitor,HepG2 tox,Nrf2 ARE act,EPAC2 antag,ATXN2 expr inh,ATXN viability,Nrf2 block,MCF10A rerep
O=C(COC(=O)c1cc(S(=O)(=O)N2CCOCC2)ccc1F)Nc1c(Cl)cccc1C(F)(F)F,-6.9%,?,-14.6%,-0.5%,9.2%,-2.5%,i,19.0%,-2.0%
Cc1ccc(-c2cc(C(F)(F)F)n3nc(C(=O)Nc4c(C)n(C)n(-c5ccccc5)c4=O)cc3n2)cc1,0.9%,0.0%,5.7%,-0.1%,6.8%,-26.8%,i,-13.6%,10.9%

Following part
mol,A549 viability,TGFb inhibitor,HepG2 tox,Nrf2 ARE act,EPAC2 antag,ATXN2 expr inh,ATXN viability,Nrf2 block,MCF10A rerep
Cc1ccc(NN2C(=O)C=CC2=O)cc1,-4.6%,1.6%,-3.6%,-0.4%,12.7%,-3.4%,i,2.7%,-4.0%
COc1ccc(CCNC(=O)C(=O)NCC2OCCN2S(=O)(=O)c2ccc(C)cc2)cc1OC (configuration not stated),4.7%,-14.4%,-16.1%,-0.5%,6.1%,-20.1%,i,?,-2.3%
CCC1(C)Cc2c(C#N)c(N)n(-c3ccccc3)c(=O)c2CO1 (configuration not stated),?,3.7%,-18.4%,0.0%,-0.3%,-2.0%,i,15.7%,23.2%
O=C(C1CCCN(Cc2ccccc2Cl)C1)N1CCCCC1 (configuration not stated),-2.4%,-6.3%,1.5%,-0.6%,-7.5%,·,i,-4.1%,-0.8%
O=C(C1CCC1)N1CCN(S(=O)(=O)c2ccc(Br)cc2Cl)CC1,6.5%,-15.6%,-36.2%,1.9%,-13.8%,-4.6%,i,?,13.6%
COc1ccc(CCNc2nc(SCc3cccc(F)c3)nc3ccccc23)cc1OC,-3.0%,0.0%,-15.9%,0.4%,·,·,·,·,·
CC(Nc1cccnc1)=C(C#N)C#N,-2.7%,20.4%,5.0%,-0.5%,7.5%,-6.8%,i,17.8%,15.2%
CCCCCC(=O)N1CCN(S(=O)(=O)c2ccc3c(c2)OCCO3)CC1,5.3%,-5.0%,-24.7%,0.2%,6.0%,-10.8%,i,-4.7%,12.4%
O=C(Nc1ccc2oc(-c3ccc4ccccc4c3)nc2c1)c1ccc2c(c1)OCCO2,-11.1%,-10.9%,-7.0%,-0.1%,15.5%,?,?,-3.5%,12.2%
NC(=O)c1ccc(NCCc2ccco2)cc1,·,2.4%,-3.3%,5.3%,-7.4%,36.4%[activator],i,·,·

mol,A549 viability,TGFb inhibitor,HepG2 tox,Nrf2 ARE act,EPAC2 antag,ATXN2 expr inh,ATXN viability,Nrf2 block,MCF10A rerep
COCCCn1cc(CN(C)C2CN(Cc3cn(CCCOC)nn3)S(=O)(=O)C2)nn1 (configuration not stated),·,·,·,0.1%,-12.0%,16.5%,i,·,·
CCOC(=O)c1ccc(NC(=O)c2ccc(OC(C)C)c(OC)c2)cc1,2.4%,?,6.5%,2.7%,-19.6%,-25.8%,i,?,8.3%
CCn1nnc(NC(=S)NC(=O)c2ccc(-c3cccc(Cl)c3)o2)n1,1.3%,-4.8%,-5.8%,4.0%,?,-4.7%,i,-19.0%,0.3%
COc1cc(CCC(=O)N2CC(C)OC(C)C2)cc(OC)c1OC (configuration not stated),1.6%,-0.9%,4.9%,0.3%,13.3%,-2.8%,i,15.9%,-1.7%
CC1=C(C(=O)Nc2ccccc2)C(c2ccco2)NC(=O)N1 (configuration not stated),3.0%,-13.0%,-2.4%,-0.2%,8.2%,1.0%,i,3.8%,24.1%
CCc1ccccc1Nc1nn2c(=O)c3ccc(C(=O)NC(C)c4ccccc4)cc3nc2s1 (configuration not stated),-4.0%,6.5%,-12.1%,0.0%,·,?,?,-17.8%,·
COc1ccc(Cl)cc1NC(=O)NCc1ccc2c(c1)OCO2,0.8%,-14.8%,-11.3%,-0.3%,1.3%,-6.3%,i,-11.3%,-2.9%
O=C(NCC1CC1)c1cccc2c(-c3ccc(F)c(F)c3)coc12,·,10.7%,-23.7%,3.4%[9.22 µM],-9.6%,-4.9%,i,·,·
O=C(NCc1ccco1)c1cc(S(=O)(=O)N2CCOCC2)ccc1Cl,·,5.3%,-10.7%,-0.5%,-3.5%,-6.3%,i,1.2%,4.8%
Cc1cc(N2CCCC2=O)cc(C)c1CN1C(=O)c2ccccc2C1=O,-5.0%,-2.0%,4.9%,-0.6%,2.3%,-9.9%,i,-10.5%,1.3%

mol,A549 viability,TGFb inhibitor,HepG2 tox,Nrf2 ARE act,EPAC2 antag,ATXN2 expr inh,ATXN viability,Nrf2 block,MCF10A rerep
CCn1cc(C(=O)N[C@@H](C)C(=O)NCCCO)c(=O)c2cc3c(cc21)OCO3,0.5%,-3.9%,-13.8%,0.1%,6.4%,-5.7%,i,3.8%,-1.0%
Cc1cccc(-c2ccc3[nH]c4c(c3c2)CCN2C[C@@H]([C@H](C)OC(=O)Nc3ccccc3C)[C@@H](N(C)C(=O)Nc3ccccc3C)C[C@@H]42)c1,·,?,-59.5%,-3.4%,7.0%,?,?,·,·
CC(=O)Nc1c(-c2ccc(Cl)cc2)c(=O)c2ccccc2n1C,0.3%,18.9%,4.3%,2.3%,-17.5%,12.0%,i,12.9%,-18.1%
Cc1ccc(-n2cc(-c3ccccc3)c3c(N4CCN(C)CC4)ncnc32)cc1,1.8%,-0.4%,-0.2%,0.6%,-9.8%,·,i,3.4%,20.6µM*
CCN(CC)CCn1c(=N)n(CCO)c2ccccc21,-5.0%,-0.4%,9.1%,0.0%,3.7%,5.4%,i,0.8%,6.9%
Cc1ccc(CC(=O)N2CCN(C(=O)c3ccco3)CC2)cc1,14.9%,-12.2%,3.2%,0.4%,8.0%[57.1 µM],·,i,9.3%,4.4%
N#CCSc1nc2ccccc2c(=O)n1-c1ccccc1,0.3%,3.8%,-3.7%,0.2%,-11.4%,-17.5%,i,14.2%,-3.0%
